High-throughput results as filed in PubChem.
SRC1 inh – inhibitors of human steroid receptor coactivator 1 (SRC1). Q15788. HEK293 GAL4-SRC1 luciferase reporter, luminescence. inhibition, % at 3.6 µM. actives 0.12% (n = 360,000). AID 588354;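 active means inhibition above the campaign mean plus 3 SD, with each screening campaign given its own cutoff, cut at about 60% in these data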;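 further: 0% = DMSO treated cells and 100% = gossypol at 36 µM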
MC4R ag barr – agonists of human melanocortin 4 receptor (MC4R) beta-arrestin; P32245; U2OS MC4R beta-arrestin complementation, luminescence; percent of melanotan II response, DMSO zero; activation, % at 8.9 µM; actives 0.98% (n = 360,000); AID 540308;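 active means activation above a per-plate cutoff, the mean activation of sample wells on that plate plus 3 SD, cut at about 8% in these data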
MC4R antagonist – human MC4R antagonism in cAMP assay; AID 540295; inhibition, % at 6.5 µM; actives 0.48% (n = 360,000); MC4R-expressing cells, MTII-stimulated cAMP, LANCE TR-FRET;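 active means inhibition above its plate's cutoff, the mean of tested wells on that plate plus 3 SD, cut at about 29% in these data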;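 further: 0% = Melanotan II alone and 100% = Melanotan II plus saturating MCL0020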
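system = U2OS cells with stable human MC4R expression | also added = Melanotan II challenge after compound preincubation | dosing = one concentration, 6.5 µM nominal | incubation = compound 30 min, challenge 1 h, detection 1 h | measured by = TR-FRET with Eu-cAMP and labeled anti-cAMP, 671 nm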
LRH-1 inv ag – inverse agonists of human LRH-1 (NR5A2). inhibition, % at 3.6 µM. O00482. HEK293T StAR-luciferase reporter, LRH-1 transfected, 24 h. actives 0.13% (n = 360,000);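 active means inhibition above the mean inhibition of all tested compounds plus 3 SD, cut at about 73% in these data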;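 further: 0% = DMSO wells and 100% = reporter-only cells lacking LRH-1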
NCOA3 inh – human NCOA3 inhibition. Q9Y6Q9. HEK293 GAL4-SRC3 luciferase reporter, luminescence. inhibition, % at 3.6 µM. actives 0.17% (n = 360,000);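 active means inhibition above a per-campaign cutoff, the mean of all compounds plus 3 SD, cut at about 60% in these data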;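 further: 0% = DMSO-treated cells and 100% = gossypol-treated cells at 36 µM; higher means less SRC3-driven luciferase light from the GAL4 reporter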
Target sequence (Q9Y6Q9 whole entry, looked up, the tested form may be a part): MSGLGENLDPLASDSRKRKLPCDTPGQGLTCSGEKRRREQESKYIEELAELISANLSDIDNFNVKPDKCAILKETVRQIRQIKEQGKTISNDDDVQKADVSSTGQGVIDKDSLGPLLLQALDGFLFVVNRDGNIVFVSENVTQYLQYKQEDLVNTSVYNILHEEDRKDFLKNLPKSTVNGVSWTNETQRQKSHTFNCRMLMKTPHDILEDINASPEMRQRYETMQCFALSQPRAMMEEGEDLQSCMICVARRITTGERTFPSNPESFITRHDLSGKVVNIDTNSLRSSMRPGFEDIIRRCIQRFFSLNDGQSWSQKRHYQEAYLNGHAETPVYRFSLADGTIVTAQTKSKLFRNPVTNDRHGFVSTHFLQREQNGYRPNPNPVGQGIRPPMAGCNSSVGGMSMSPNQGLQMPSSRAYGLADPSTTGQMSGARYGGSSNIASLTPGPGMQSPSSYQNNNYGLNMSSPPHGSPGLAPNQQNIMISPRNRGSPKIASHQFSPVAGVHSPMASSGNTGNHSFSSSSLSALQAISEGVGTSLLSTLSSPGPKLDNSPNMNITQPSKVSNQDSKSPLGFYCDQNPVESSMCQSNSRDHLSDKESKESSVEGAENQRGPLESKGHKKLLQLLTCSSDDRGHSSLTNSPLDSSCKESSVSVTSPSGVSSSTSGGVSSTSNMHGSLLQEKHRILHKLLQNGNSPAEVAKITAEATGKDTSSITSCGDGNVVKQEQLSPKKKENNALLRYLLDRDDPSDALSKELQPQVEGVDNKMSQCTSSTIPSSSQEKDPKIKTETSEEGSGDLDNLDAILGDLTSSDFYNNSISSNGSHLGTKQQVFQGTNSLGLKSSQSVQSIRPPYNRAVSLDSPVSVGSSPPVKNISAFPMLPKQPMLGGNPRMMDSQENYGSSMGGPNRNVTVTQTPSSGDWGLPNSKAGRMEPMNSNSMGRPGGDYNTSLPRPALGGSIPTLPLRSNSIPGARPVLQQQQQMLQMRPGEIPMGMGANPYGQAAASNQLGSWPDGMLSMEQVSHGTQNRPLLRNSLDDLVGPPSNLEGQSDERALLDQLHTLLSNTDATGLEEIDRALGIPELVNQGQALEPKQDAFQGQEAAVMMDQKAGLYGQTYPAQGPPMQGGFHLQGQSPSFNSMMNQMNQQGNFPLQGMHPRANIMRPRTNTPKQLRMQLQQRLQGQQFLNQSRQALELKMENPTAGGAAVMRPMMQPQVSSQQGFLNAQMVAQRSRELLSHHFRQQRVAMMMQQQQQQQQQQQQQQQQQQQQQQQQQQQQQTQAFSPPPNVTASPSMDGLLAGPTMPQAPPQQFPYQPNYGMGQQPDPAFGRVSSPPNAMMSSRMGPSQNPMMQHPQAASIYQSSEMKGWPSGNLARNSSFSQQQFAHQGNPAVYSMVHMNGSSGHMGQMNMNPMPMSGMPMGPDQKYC
NR2F2 inh – NR2F2 (human) inhibition, primary screen. HEK293T NGFI-A luciferase reporter, luminescence. AID 686940. inhibition, % at 8.6 µM. P24468. actives 0.7% (n = 370,000);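 active means inhibition above a per-plate cutoff, mean inhibition of test wells between control levels plus 3 SD, cut at about 38% in these data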;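 further: cells cotransfected with COUP-TFII expression vector driving the NGFI-A reporter; 0% = median of COUP-TF2 test wells and 100% = reporter-only cells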
TLR9-MyD88 inh – TLR9-MyD88 interaction inhibition; CHO BLA complementation TLR9-MyD88, CCF4 FRET ratio; inhibition, % at 4.98 µM; actives 0.21% (n = 340,000); AID 504734;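 active means inhibition above the mean over all tested compounds plus 3 SD, cut at about 21% in these data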;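 further: 0% = DMSO only wells and 100% = clavulanate BLA inhibitor control wells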
NOD2-RIPK2 inh – NOD2-RIPK2 protein interaction inhibition; O43353; CHO BLA complementation NOD2-RIPK2, CCF4 ratio; inhibition, % at 4.98 µM; actives 0.38% (n = 360,000); in the data active means inhibition above about 21%;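 further: 0% = vehicle only and 100% = reference blocker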
ABHD5 PLIN5 PPI – inhibitors of human ABHD5-perilipin-5 interaction. Q00G26+Q8WTS1. Split G. princeps luciferase complementation, luminescence, 4 h. inhibition, % at 4 µM. actives 0.78% (n = 360,000). AID 602281;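 active means inhibition above the mean inhibition across every tested compound plus 3 SD, cut at about 22% in these data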;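 further: 0% = DMSO only wells and the 100% control is not disclosed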
LMP1 NFkB inh – Epstein-Barr LMP1 NF-kappaB reporter inhibition | LMP1-induced NF-kappaB luciferase reporter cells, luminescence | inhibition, % at 12.5 µM | actives 0.69% (n = 350,000); in the data active means inhibition above about 41%;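 further: 0% = neutral control wells and 100% = reference inhibitor control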
SRC2 inh – human SRC2 (NCOA2) inhibition. Q15596. HEK293 GAL4-SRC2 luciferase reporter, luminescence. inhibition, % at 9 µM. actives 0.17% (n = 370,000);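 active means inhibition above the mean inhibition of all tested compounds plus 3 SD, set per campaign, cut at about 52% in these data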;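 further: 0% = DMSO treated cells and 100% = cells given Gossypol at 36 µM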
An asterisk follows results filed as active; nt = not tested or not shown. These rows are one share of the data; count on the stated rates, not on these rows.

SMILES	SRC1 inh	MC4R ag barr	MC4R antagonist	LRH-1 inv ag	NCOA3 inh	NR2F2 inh	TLR9-MyD88 inh	NOD2-RIPK2 inh	ABHD5 PLIN5 PPI	LMP1 NFkB inh	SRC2 inh
COc1ccccc1N1CCN(/N=C/C=C\c2ccco2)CC1	-114	-2.1	4	-140	-89	-26	5	-10	2	-22	-86
N/C(=N\OC(=O)c1ccc(Cl)cc1Cl)c1ccccc1	-35	-0.7	16	-67	-52	-22	-4	-8	4	-30	-39
Cc1nn(C)cc1CN(C)Cc1c(C(=O)N(C)Cc2ccccc2)nc2ccccn12	-2	-4.4	-6	14	9	22	-9	-2	-1	6	7
Cc1onc(-c2ccccc2Cl)c1C(=O)Nc1nc2c(s1)CCCC2	-46	-0.2	16	-31	-23	-31	0	-75	-6	-44	-58
Cc1ccc(OCc2ccc(C(=O)N3CCCC3)o2)cc1C	-23	0.7	7	-37	-32	-30	-6	4	-5	3	3
CCCC1Cc2[nH]c(=O)c(C#N)cc2CO1 (stereo not given)	-8	1.5	6	16	1	-3	-6	-14	-5	1	2
COc1ccccc1CNC(=O)c1ccc(CS(=O)(=O)c2ccccc2OC)o1	9	-0.3	3	-13	4	4	7	-13	11	-9	14
O=C(CN1C(=O)CCC1=O)Nc1nc(-c2ccc3ccccc3c2)cs1	-70	-3.0	4	-88	-18	-24	-6	2	5	-8	-52
CCc1noc(C)c1C(=O)NNC(=O)c1ccccc1	-13	-0.4	13	3	1	-9	8	-8	5	-5	2
CCOc1ccc(C(=O)NC(=S)NCc2cccnc2)cc1	-17	-0.2	0	7	6	10	-11	-6	-3	12	-32
CC12CN(NC(=O)c3ccccc3F)C3(C#N)CC1CCC23C (stereo not given)	1	-3.4	3	11	6	-3	-5	-12	0	-7	4
Cc1cccc(Nc2ncccc2C(=O)O)c1C	-6	-1.1	4	-13	-8	19	-8	-6	2	-2	14
CNC(=O)[C@H](C)[C@@H]1C[C@@]1(C)[C@@H](NC(=O)OCc1ccccc1)c1ccccc1	9	-0.9	2	3	-6	-4	-2	1	-10	3	12
COc1cc(-c2nc3ccccc3s2)ccc1O	-77	1.0	1	-88	-73	-31	0	-5	0	-4	-54
COCCN1C(=O)C(=O)/C(=C(/O)c2ccc(S(=O)(=O)N3CCOCC3)cc2)C1c1cccc(OC)c1 (stereo not given)	-3	-1.5	0	5	-3	-7	-5	-9	10	1	3
CC1(C)N([O-])C2=C(CCCC2)[N+]1=O	-1	-3.3	5	0	6	15	2	1	0	-11	4
CCc1ccc(NC(=O)CCC(=O)c2ccc(C)cc2)cc1	3	-0.8	8	-10	-8	-5	-2	-7	-3	-4	-59
CCN(C(=O)CSc1nnc(-c2c[nH]c3ccccc23)o1)C1CCS(=O)(=O)C1 (stereo not given)	-6	-1.1	8	7	15	-10	-5	-17	5	-4	7
O=C(NCCCc1ccccc1)C1CC1	-4	-1.9	5	-10	3	5	nt	-3	0	nt	-13
O=C(Oc1ccc(O)cc1)C12CC3CC(CC(C3)C1)C2	-5	4.8	-2	-2	8	-18	-1	7	3	-9	7
CCOC(=O)CSC1=C(C#N)C(c2ccc(OC)cc2)C2=C(CC(C)(C)CC2=O)N1 (stereo not given)	11	1.8	6	6	-10	5	-7	2	-3	3	4
CCOC(=O)CNc1nc(Cl)nc(Nc2ccccc2)n1	-34	-1.7	-16	-16	-19	-27	-10	0	6	-11	-27
CCOC(=O)/C(=C/Nc1ccc(F)cc1)[N+](=O)[O-]	8	-0.1	12	-19	15	-20	-5	0	1	-20	-8
CN1CCN(c2ccc(NC(=O)c3cc4ccccc4o3)cc2)CC1	-98	-1.2	4	-164	-86	-50	4	2	3	-10	-16
CCCc1cc(Nc2ccccc2)n2ncnc2n1	-3	-0.9	10	8	-2	-11	-7	5	-17	11	22
O=C(NNC(=O)c1ccc2ccccc2c1)c1cccc(F)c1	-33	-0.6	5	-43	-26	-20	6	-6	1	7	-17
Cc1cc(C(=O)Nc2ccccc2C)c2ccccc2n1	-1	-1.2	0	18	2	11	-4	-1	-8	0	-3
COc1ccc(S(=O)(=O)N2CCOC23CCN(S(=O)(=O)c2ccc(F)cc2)CC3)cc1	-7	-2.4	15	-4	3	-2	-18	-4	10	-4	7
CC(=O)OC1CC2(C)/C(=N\O)CCC2C2CCc3cc(O)ccc3C12 (stereo not given)	-1	-1.5	-34	14	3	11	6	-4	13	-4	-35
COc1ccccc1OCCSc1nc2ccccc2n1CC(N)=O	-5	-0.8	-1	22	1	-42	8	0	2	8	-30
O=C(Nc1cccc(C(F)(F)F)c1)c1cccc2c(-c3cccnc3)coc12	4	2.3	14	1	-6	nt	nt	15	-1	nt	nt
Cc1cc(C)n2nc(C(=O)OCC(=O)N3CC(C)CC(C)C3)nc2n1 (stereo not given)	-11	-2.1	8	10	8	-13	12	8	7	-1	14
COc1cc(/C=N/Nc2ccc(S(N)(=O)=O)cc2)cc(OC)c1OC	-26	0.1	0	2	3	4	-7	-3	0	12	-17
Cc1cc(NC(=O)CSc2ccc(-c3nc4cc(C)c(C)cc4[nH]3)cn2)no1	-119	1.6	4	-126	-80	nt	-5	-11	0	-21	nt
CCS(=O)(=O)c1ccc(NC(=O)c2ccccc2Cl)c(O)c1	0	-3.0	9	5	9	6	9	-9	4	7	-4
O=C(CN1CCN(S(=O)(=O)N2CCCCC2)CC1)Nc1ccc(Cl)c(Cl)c1	-15	-0.2	2	18	-7	11	-19	-9	-2	-1	7
Nc1nc(N)c(N=O)c(Nc2cccc(Cl)c2)n1	nt	nt	nt	7	nt	-12	nt	-2	7	nt	-13
C/C(=N/OCC(=O)NCCCCCCNC(=O)CO/N=C(/C)c1cccs1)c1cccs1	11	-0.3	26	12	-10	4	1	-3	4	0	-15
O=c1[nH]c(COc2ccc(Cl)cc2Br)nc2ccccc12	-63	4.2	1	-69	-118	-35	6	0	2	-24	-83
O=C(O)CSc1nc2ccc(C(=O)c3ccccc3)cc2[nH]1	3	-2.6	-6	11	-9	-3	7	-5	1	3	2
CN(CC(=O)Nc1ccc(Cl)cc1)C(=O)c1ccc(N2CCCC2=O)cc1	-49	-0.2	-2	-22	-31	-1	-9	-5	6	-6	-7
CCN(C(=O)COC(=O)CCOc1ccccc1C)c1c(N)n(Cc2ccccc2)c(=O)[nH]c1=O	-22	-1.0	10	18	16	-2	4	-1	1	29	6
CCCCCCCCN1C(=O)[C@H](CC(=O)NCCCCc2ccccc2)C[C@@]2(C(=O)OC)CCCCC=C12	nt	nt	nt	3	nt	10	nt	7	3	nt	-2
CC1CN(CC(O)c2ccc(Br)cc2)CCO1 (stereo not given)	-1	-1.9	6	-2	6	-13	7	2	-6	3	-24
CC(C)Oc1ccc2c3c(c(=O)oc2c1)CCC3	-17	-1.4	-7	-27	-9	-12	-6	-7	0	11	-8
COc1cc2ccccc2cc1C(=O)NC(=S)Nc1ccc(C(=O)O)cc1	-19	-0.2	11	13	4	-7	-7	4	-6	1	-4
O=C(c1ccccc1)N1CCCCC1	-32	-0.8	17	-6	20	-13	-8	-2	-4	0	-1
Cc1ccc2c(c1)N(CC(=O)NCCCN1CC(C)CC(C)C1)C(=O)c1cccnc1O2 (stereo not given)	-3	-1.5	16	4	-5	2	1	6	-5	5	-4
O=C(O)c1ccccc1NC(=S)NC(=O)c1cccc2ccccc12	-22	-0.7	3	4	7	1	7	-5	0	3	17
O=C(COC(=O)C1CC1)NCCc1ccccc1	-8	-3.8	5	23	3	10	3	-12	7	0	-14
Cc1ccc(CNC(=O)c2ccc(NC3=NC4CS(=O)(=O)CC4S3)cc2)cc1 (stereo not given)	6	-0.2	0	22	0	9	4	-1	2	-10	0
COC(=O)c1ccc(NC(=O)C2CCCN2C(=O)Nc2cccc(C(C)=O)c2)cc1 (stereo not given)	8	-0.2	4	15	13	12	-17	9	-2	-4	9
C=CCn1c(SCc2c(C)noc2C)nc2sc(C)c(C)c2c1=O	-6	1.9	0	-6	17	-14	-10	6	-8	5	-14
CC(C)c1cccc(-c2csc(C(C)(O)c3ccncc3)n2)c1 (stereo not given)	9	-0.9	4	-2	9	26	nt	0	-16	nt	21
Cc1ccc2c(CN3CCCCC3)cc(=O)oc2c1	-38	-1.2	-1	-25	-22	5	10	-3	5	-4	-12
CCN1CCc2c(OCc3ccc(C)cc3)cccc2C1=O	2	-0.5	4	-7	-6	-11	-1	2	-7	-8	5
COC(=O)c1ccc(CN2CCN(C3CCCC3)C(CCO)C2)cc1 (stereo not given)	3	-1.0	9	-7	5	18	0	-3	-1	-6	-32
CN1C(=O)/C(=C2\SC(N)=NC2=O)c2ccccc21	-4	-0.8	-30	9	-14	4	-10	3	3	-9	19
Cc1c(NC(=S)NC(=O)C(C)(C)C)cccc1[N+](=O)[O-]	2	-1.9	11	-11	14	6	-11	2	-8	-15	-7
C=CCc1ccc(OC(=O)NC2CCCCC2)c(OC)c1	-48	0.8	8	-38	-95	-53	7	3	-3	-25	-49

Going on with the list.
SMILES	SRC1 inh	MC4R ag barr	MC4R antagonist	LRH-1 inv ag	NCOA3 inh	NR2F2 inh	TLR9-MyD88 inh	NOD2-RIPK2 inh	ABHD5 PLIN5 PPI	LMP1 NFkB inh	SRC2 inh
O=C(Nc1ccnn1C1CCN(Cc2cccc(OCCO)c2)CC1)C1CC1	9	-2.3	11	14	4	14	-8	6	4	-2	-19
COc1ccc(C(=O)n2c(C)c(CCO)c(=O)n2C)cc1	-27	-1.5	3	3	12	-16	-2	-3	1	-2	-7
O=C(c1ccccc1)C(C(=O)N1CCCCC1)n1ccccc1=O (stereo not given)	6	-3.5	-5	5	15	-5	-2	2	-5	-6	17
Cc1ccc(-n2c(C)nnc2SCC(=O)NNC(=O)c2ccco2)cc1	6	-1.6	10	18	13	13	7	-7	3	-7	-23
O=C(Cn1[nH]c(=O)c2ccccc2c1=O)Nc1ccc2c(c1)CCC2	-4	-1.2	4	-2	-6	-9	-7	-1	-1	-3	-23
CC(C)CC(NC(=O)c1ccccc1)C(=O)OCC(=O)Nc1ccc(S(N)(=O)=O)cc1 (stereo not given)	7	0.2	11	27	12	-16	-4	-7	-2	3	11
CN(CC(=O)Nc1ccc(Cl)c(C(F)(F)F)c1)C(=O)/C=C/c1cccs1	0	5.5	-1	5	14	-1	-3	2	0	-2	-10
COc1cc(OC)cc(-c2noc(-c3csc([C@H]4C[C@H](O)[C@@H](CO)O4)n3)n2)c1	-83	-3.0	2	-111	-73	-64	nt	-7	-1	nt	-64
Cc1nc(-c2cccs2)sc1C(=O)O	-3	-1.5	11	18	7	17	8	0	0	-3	3
